Screening data from PubChem.
IDE cell inh – inhibits human insulin-degrading enzyme in HEK cells; P14735; actives 0.41% (n = 320,000); FAbetaB cleavage, fluorescence polarization; inhibition, % at 5.59 µM; AID 434962;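 active = percent inhibition above the average of all tested compounds plus 3 SD, set per screening campaign, cut at about 16% in these data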;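 note: IDE supplied by intact live HEK cells; FP after avidin binding of uncleaved biotin substrate so inhibition keeps polarization high; 0% = DMSO wells and 100% = 60 µM reference IDE inhibitor Ii1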
Target sequence (P14735 whole entry, looked up): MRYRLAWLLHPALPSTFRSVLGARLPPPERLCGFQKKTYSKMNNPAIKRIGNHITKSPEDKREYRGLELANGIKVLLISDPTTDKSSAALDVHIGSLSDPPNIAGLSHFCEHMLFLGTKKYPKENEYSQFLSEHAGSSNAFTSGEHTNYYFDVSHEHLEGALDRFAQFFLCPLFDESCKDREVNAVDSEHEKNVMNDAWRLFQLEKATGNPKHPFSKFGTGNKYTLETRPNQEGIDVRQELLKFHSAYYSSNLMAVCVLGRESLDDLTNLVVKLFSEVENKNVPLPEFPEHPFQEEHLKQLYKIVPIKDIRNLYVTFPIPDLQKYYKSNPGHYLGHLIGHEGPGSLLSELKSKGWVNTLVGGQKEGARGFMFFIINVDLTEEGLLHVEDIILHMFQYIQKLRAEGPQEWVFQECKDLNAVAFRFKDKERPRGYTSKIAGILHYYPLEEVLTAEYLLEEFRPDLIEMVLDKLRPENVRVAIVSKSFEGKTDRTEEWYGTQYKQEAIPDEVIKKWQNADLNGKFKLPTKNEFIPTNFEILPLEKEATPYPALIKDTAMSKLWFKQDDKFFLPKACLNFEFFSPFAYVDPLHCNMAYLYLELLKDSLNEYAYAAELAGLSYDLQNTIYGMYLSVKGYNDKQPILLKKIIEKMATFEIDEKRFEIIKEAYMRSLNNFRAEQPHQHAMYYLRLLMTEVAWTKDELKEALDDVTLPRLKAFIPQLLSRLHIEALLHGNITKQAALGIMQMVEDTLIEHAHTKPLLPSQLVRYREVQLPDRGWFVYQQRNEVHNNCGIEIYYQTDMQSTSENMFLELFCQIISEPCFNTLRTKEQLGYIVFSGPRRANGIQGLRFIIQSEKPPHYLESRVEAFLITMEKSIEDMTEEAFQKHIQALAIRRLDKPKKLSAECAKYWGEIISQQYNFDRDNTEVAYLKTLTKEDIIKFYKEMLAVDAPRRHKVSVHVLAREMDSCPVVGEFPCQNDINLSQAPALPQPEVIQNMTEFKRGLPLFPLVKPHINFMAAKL
GalR3 antag – antagonists of human GalR3. O60755. HEK293 GalR3-CNG cAMP membrane potential fluorescence; galR3 body fused to GalR1 C-terminus. inhibition, % at 3 µM. actives 0.44% (n = 360,000). AID 651719;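 active = inhibition above the screen-wide average plus 3 SD, cut at about 13% in these data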;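 note: forskolin and galanin both at EC90 stimulate the cells; cAMP rise reported by CNG channel membrane potential dye signal; 0% = forskolin plus galanin with DMSO and 100% = forskolin alone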
IDE cell activ – boosts human insulin-degrading enzyme activity in HEK cells; AID 493087; activation, % at 5.96 µM; actives 0.073% (n = 340,000); FAbeta-B cleavage, fluorescence polarization; 0% vehicle, 100% cell-free pure enzyme wells; P14735;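 active = activation above the mean of all tested compounds plus 3 SD, set per screening campaign, cut at about 17% in these data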
p-CIP stab down – compounds decreasing mouse p/CIP protein stability; Q05BA5; F442A p/CIP-EGFP cells, EGFP fluorescence, 16 h; decrease of EGFP signal, % at 10 µM; actives 0.01% (n = 290,000); AID 1984;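 active = EGFP signal decrease of at least 30% at 10 µM or well 3 SD below plate mean, unless failing retest; inactive = the rest, including hits failing retest or dose response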; note: some compounds called inactive have numbers as strong as hits; many of its hits are not listed in these tables
SUMO HTRF inh – SUMOylation inhibition; P63279; HTRF SUMOylation assay, SAE1/SAE2 + UBC9, in vitro; inhibition, % at 35 µM; actives 0.36% (n = 290,000); AID 2006; in the data active = inhibition above about 50%, passing the limit was not always enough; note: strong numbers were not always called active
HCV NS3 hel inh – inhibitors of Hepatitis C virus NS3 helicase; NS3 helicase DNA unwinding, Cy5 molecular beacon fluorescence; inhibition, % at 10.9 µM; actives 0.56% (n = 290,000); AID 1800;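 active = inhibition above the mean of all tested compounds plus 3 SD, set per campaign, cut at about 35% in these data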;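 note: 0% = DMSO wells and 100% = thioflavine S control wells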
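Assay system: hepatitis C virus NS3 helicase domain fragment enzyme. Also added: annealed dual-labelled DNA beacon duplex, ATP-started. Timing: 1 h reaction at 25 °C, ATP-initiated. Technique: Cy5 fluorescence at 0 and 60 min, beacon hairpin quenching. Evaluation: % inhibition of unwinding. Replication: one well per compound.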
VIM-2 inh – blocks Pseudomonas aeruginosa VIM-2 metallo-beta-lactamase; purified VIM-2, nitrocefin hydrolysis, epi-absorbance fluorescence; inhibition, % at 5.6 µM; actives 0.89% (n = 290,000);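 active = inhibition above the mean of all tested compounds plus 3 SD, cutoff set per screening run, cut at about 7.5% in these data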;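 note: red hydrolysis product quenches plate fluorescence so inhibitors raise well fluorescence; 0% = enzyme with DMSO and 100% = DMSO without enzyme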
IMP-1 inhibitor – inhibitors of Pseudomonas aeruginosa IMP-1 metallo-beta-lactamase. purified IMP-1, nitrocefin hydrolysis, epi-absorbance fluorescence. actives 0.45% (n = 290,000). inhibition, % at 5.6 µM. AID 1556;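 active = inhibition above the mean plus 3 SD of all compounds in the same screening run, cut at about 4.5% in these data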;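 note: 0% = IMP-1 with DMSO and 100% = DMSO wells lacking enzyme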
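System: Purified IMP-1 | Read-out basis: Percent enzyme inhibition | Controls: IMP-1 with DMSO as 0%, enzyme-free DMSO as 100% | Replicates: One well per compound | Doses: 5.6 µM nominal single concentration | Detection: Epi-absorbance fluorescence, 480 nm excitation, 530 nm emission | Incubation: 25 °C, 15 min preincubation, 25 min reaction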
CRFBP-R2 block – blocks CRF-induced signaling of the CRF-BP/CRF-R2 complex. HEK293 CRF-R2/CRF-BP, CRF-induced calcium fluorescence. inhibition, % at 11.8 µM. actives 0.59% (n = 350,000);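 active = inhibition of the ligand-induced calcium signal above about 50% at the single tested concentration, limit read from the data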
Starred values were filed as active, the others as inactive; · = not tested or not shown. The order is random; any-hit rate near 3.2%.

nr	IDE cell inh	GalR3 antag	IDE cell activ	p-CIP stab down	SUMO HTRF inh	HCV NS3 hel inh	VIM-2 inh	IMP-1 inhibitor	CRFBP-R2 block	SMILES
1	3	-8	1	-2	22	0	-1.2	-4.5	2	Cc1nc(NCCc2ccc(Cl)cc2)c2nnn(Cc3ccccc3)c2n1
2	-2	-1	8	-4	6	2	-4.0	-2.3	0	CCN(CC(=O)Nc1ccc(Cl)c(S(=O)(=O)N(C)C)c1)Cc1nc2ccccc2c(=O)[nH]1
3	-1	-10	1	-3	18	-2	-1.8	-2.3	9	Cc1ccc(C)c(C(=O)N2CCN(c3ncccn3)CC2)c1
4	-1	-4	-6	0	19	9	-4.1	-3.6	10	CCCc1oc(C(=O)O)cc1CN1CCCC1
5	-5	-3	7	-8	8	6	-1.7	-0.6	-55	O=C(O)CCC(=O)Nc1ccccc1C(=O)N1CCN(c2ccc(Cl)cc2)CC1
6	-5	0	0	·	·	·	·	·	-3	COc1ccccc1C(=O)OCc1c(-c2ccccc2)ncc2ccccc12
7	-4	-2	8	-4	11	9	-1.9	-3.0	-17	C=CCn1c(-c2cc3c(s2)CCC(CC)C3)n[nH]c1=S (stereo not drawn)
8	-1	-9	1	6	3	4	-1.8	0.3	-4	CCOC(=O)c1cc(CC)sc1NC(=O)c1ccc(N2C(=O)CCC2=O)cc1
9	7	4	3	-3	-15	-2	-1.0	-1.5	19	Cc1ccc(-c2ccc(SCC(=O)Nc3ccc4c(c3)OCCO4)nn2)cc1
10	3	-9	-2	-11	20	14	-0.4	-3.1	19	C=CCNC(=O)/C(C#N)=C/c1c(N2CCN(c3ccc(OC)cc3)CC2)nc2c(C)cccn2c1=O
11	-2	-4	6	-6	6	-3	-0.2	-3.9	-43	Cc1nc([N+](=O)[O-])c(Br)n1CC(=O)c1cccc([N+](=O)[O-])c1
12	-2	-13	0	-5	6	-2	-4.0	0.6	10	CCC1Sc2ccccc2N(CC(=O)NC2CCCC2)C1=O (stereo not drawn)
13	2	-2	2	-10	7	-5	-6.0	-1.0	-3	COc1ccc(CC(=O)NNS(=O)(=O)c2ccccc2)cc1OC
14	·	·	·	-10	-1	14	-0.1	-4.0	·	O=S(=O)(c1cc(-c2nc3ccccc3s2)ccc1Cl)N1CCOCC1
15	0	-6	0	2	10	-4	-1.6	-1.0	-8	O=S(Cc1ccc(Cl)cc1)CC(O)COc1ccc(Cl)cc1 (stereo not drawn)
16	-2	-9	2	10	-15	-9	-2.3	-2.8	-6	COc1ccc(N(C)C(=O)C2CCN(S(=O)(=O)c3cccc4nonc34)CC2)cc1
17	1	-3	3	-8	10	-6	-2.4	-3.3	-4	CCOC(=O)N1CCc2c(sc3ncn(C)c(=O)c23)C1
18	2	-8	4	·	·	·	·	·	3	N#CC1(NC(=O)COc2cc(F)ccc2[N+](=O)[O-])CCCCC1
19	·	-8	5	1	10	9	-0.6	-2.8	-3	O=[N+]([O-])c1ccc(NCCN2CCOCC2)c([N+](=O)[O-])c1
20	6	-2	4	·	·	·	·	·	-14	CC(C)(C)CNC(=O)[C@]1(C)CCC[C@@]2(C)C3CC[C@@]4(C)C[C@]3(CCC21)CC4=O (stereo partly drawn)
21	0	1	0	·	·	·	·	·	-1	CC(OC(=O)CNS(=O)(=O)c1ccc(C#N)cc1)C(=O)Nc1cccc(C#N)c1 (stereo not drawn)
22	2	·	·	-2	-8	3	-0.7	-1.1	·	CC(=O)OC[C@H]1O[C@H](C/C=N/OC[C@@H](O)[C@H]2O[C@@H]3OC(C)(C)O[C@@H]3[C@H]2O)C=C[C@@H]1OC(C)=O
23	3	-3	0	0	-22	0	1.7	-1.5	0	O=C(CSc1nc2ccccc2c(=O)n1-c1ccccc1F)Nc1ccc2c(c1)CCC2
24	1	0	4	-3	15	16	1.1	-0.4	9	O=C1c2ccccc2C(=O)N1CCN1CCc2ccccc21
25	0	-5	·	-13	11	-10	-1.6	-1.1	6	CC(OCCN(C)C)C(=O)C12CC3CC(CC(C3)C1)C2 (stereo not drawn)
26	4	-8	-2	-9	14	-3	-0.4	1.9	-5	COc1cc(C(C)=O)ccc1OCC(O)CNCC(O)c1ccccc1 (stereo not drawn)
27	-3	-1	-3	6	-8	-15	-0.8	-1.4	21	COC(=O)c1ccc(Sc2ccccn2)c([N+](=O)[O-])c1
28	3	-8	-4	-9	9	-2	-1.6	-4.5	0	CCOCCCn1c(SCC(=O)Nc2ccccc2)nc2ccccc2c1=O
29	7	-6	1	8	-3	6	0.1	-1.3	12	CC(C)CN1C(=O)C(NC(=O)C2CC2)(C(F)(F)F)C2=C1CC(C)(C)CC2=O (stereo not drawn)
30	0	-3	1	-7	14	4	-0.9	-1.2	5	CSc1nc(Oc2ccc(Cl)cc2)c2sccc2n1

An excerpt from above, showing only VIM-2 inh:
| # | Structure | VIM-2 inh |
| --- | --- | --- |
| 9 | Cc1ccc(-c2ccc(SCC(=O)Nc3ccc4c(c3)OCCO4)nn2)cc1 | -1.0 |
| 10 | C=CCNC(=O)/C(C#N)=C/c1c(N2CCN(c3ccc(OC)cc3)CC2)nc2c(C)cccn2c1=O | -0.4 |

The list goes on.
nr	IDE cell inh	GalR3 antag	IDE cell activ	p-CIP stab down	SUMO HTRF inh	HCV NS3 hel inh	VIM-2 inh	IMP-1 inhibitor	CRFBP-R2 block	SMILES
31	0	-2	4	·	·	·	·	·	-8	O=C(NCc1ccccn1)c1cc(S(=O)(=O)N2CCCCC2)ccc1Cl
32	8	-1	-1	-4	8	-8	-3.8	-2.9	-71	CCc1nnc(NC(=O)c2oc3cc(C)c(C)cc3c2C)s1
33	0	-1	1	·	·	·	·	·	7	CCc1ccc(C(=O)NNC(=O)C2CC(=O)N(Cc3ccccc3)C2)cc1 (stereo not drawn)
34	4	0	3	3	-2	-7	1.1	0.1	-5	Cc1ccc(Cl)cc1N1CCN(S(=O)(=O)c2c(C)[nH]c(C)c2C(=O)N2CCCC2)CC1
35	-2	0	1	0	4	5	-5.4	-5.0	22	COc1ccccc1N(CC(=O)N1CCCC1)S(=O)(=O)c1ccc(C)cc1
36	-3	-7	4	0	1	0	-3.1	-1.8	-11	O=C(Nc1ccsn1)c1ccc(Cl)cc1Cl
37	0	-2	3	18	12	1	-1.2	-2.2	1	CC(C)c1cc(C(=O)N2CCCC(Nc3ccc(F)cc3)C2)nc(N)n1 (stereo not drawn)
38	5	-4	-2	-1	-1	2	-1.9	-2.6	8	C[C@@H]1CCC(=O)N(C[C@@H](C)CSc2ccccc2)CC1
39	2	-4	-3	-14	4	-21	-0.9	-0.1	-6	C=CCOc1ccc(C(=O)Nc2ccccc2C(=O)NCc2cccnc2)cc1
40	-5	-5	6	8	-13	10	-1.5	-1.6	7	O=C(CN1CCCC1)Nc1cc(C(F)(F)F)ccc1Cl
41	4	-3	4	-1	-4	8	-0.4	0.1	7	COC(=O)N/N=C(\CCC(=O)O)c1cccs1
42	4	-3	0	-2	4	-8	-1.8	-3.8	-35	CCc1c(C)sc(NC(=O)c2cc(C(C)C)on2)c1C#N
43	3	-11	3	-13	-16	24	3.3	2.0	-10	Cn1ccnc1Sc1nc2ccccc2nc1NS(=O)(=O)c1ccccc1
44	-1	-1	2	-4	9	-8	-1.8	-2.8	5	Cc1cccc(N2C(=O)CC(N3CCN(C(=O)c4ccccc4)CC3)C2=O)c1 (stereo not drawn)
45	-6	-6	3	7	15	-7	0.2	-2.0	8	COc1cc(/C=C2\SC(=S)N(CCC(=O)NCCc3ccccc3)C2=O)cc(OC)c1OC
46	-5	0	10	0	4	-8	-0.6	-1.9	12	Cc1ccc(C(O)(C(=O)NNc2ccccn2)c2ccc(C)cc2)cc1
47	6	-4	2	·	·	·	·	·	13	CC[C@@]1(C(=O)OC)N[C@H](CN(C)C(=O)c2ccc(C)cc2)[C@@H]2C(=O)N(C)C(=O)[C@@H]21
48	1	0	-7	-14	18	1	-0.9	-0.5	-7	O=C(NC(=S)Nc1cccc2cnccc12)c1ccccc1
49	-8	7	-1	9	-4	21	1.1	1.0	13	O=C(O)CC(Cc1ccc(Cl)cc1)C(=O)Nc1cc(Cl)ccc1Cl (stereo not drawn)
50	-3	·	-3	4	-10	-3	-0.4	-2.3	-17	CCOC(=O)Cn1c(=O)n(Cc2ccco2)c(=O)c2ccc(C(=O)NC3CCCC3)cc21
51	9	-7	-1	10	3	7	-4.0	-3.3	14	Cc1nnc(SCC(=O)Nc2ccc([N+](=O)[O-])cc2)n1CC1CCCO1 (stereo not drawn)
52	1	-3	-3	·	·	·	·	·	-3	COc1ccc(OC)c(C(C)NS(=O)(=O)c2cccs2)c1 (stereo not drawn)
53	0	-7	-5	-3	-3	-1	-2.9	-3.1	18	O=C(NCc1ccco1)c1nc(-c2ccc(F)cc2)no1
54	·	·	·	-8	13	-1	-2.2	-3.2	·	COc1ccc(C2C(C(C)=O)=C(C)N=c3s/c(=C/c4ccc5c(c4)OCO5)c(=O)n32)cc1 (stereo not drawn)
55	7	-6	-10	2	24	-1	-2.7	-1.3	8	Cc1ccc(-n2c(SCC(=O)N/N=C/c3ccccc3C(=O)O)nnc2-c2ccccc2)cc1
56	·	-4	4	-13	24	-4	-0.6	-3.1	-14	O=Cc1[nH]c2ccccc2c1N(C(=O)CCl)c1ccccc1
57	0	-2	1	6	17	-3	-2.4	-3.5	-17	COc1ccc(OC)c(NC(=O)COC(=O)c2ccc(-n3cnnn3)cc2)c1
58	1	-9	1	-3	-4	-3	-1.7	0.0	1	CCCC(=O)N1CCN(Cc2nc3cc([N+](=O)[O-])ccc3n2C)CC1
59	4	-4	3	-10	2	-3	-2.2	-0.8	35	CC(NC(=O)c1ccc(N(C)C)cc1)c1ccc(F)cc1 (stereo not drawn)
